C1s inh = complement C1s protease inhibitors, primary screen, biochemical, 10-compound mixtures. purified C1s, fluorogenic AMC substrate, pooled mixtures. mean inhibition % of two 10-compound mixtures (stronger effect = higher value), % at 5 µM (by protocol). 62,000 compounds, 0.16% hits. AID 538, 2006;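 active = inhibition above 20% in each of the two 10-compound mixture wells holding the compound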;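 note: 0% = enzyme wells lacking compound mixture and 100% = no-enzyme blank wells; some compounds called inactive have numbers as strong as hits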
Target sequence (P09871 16-437 limits assumed): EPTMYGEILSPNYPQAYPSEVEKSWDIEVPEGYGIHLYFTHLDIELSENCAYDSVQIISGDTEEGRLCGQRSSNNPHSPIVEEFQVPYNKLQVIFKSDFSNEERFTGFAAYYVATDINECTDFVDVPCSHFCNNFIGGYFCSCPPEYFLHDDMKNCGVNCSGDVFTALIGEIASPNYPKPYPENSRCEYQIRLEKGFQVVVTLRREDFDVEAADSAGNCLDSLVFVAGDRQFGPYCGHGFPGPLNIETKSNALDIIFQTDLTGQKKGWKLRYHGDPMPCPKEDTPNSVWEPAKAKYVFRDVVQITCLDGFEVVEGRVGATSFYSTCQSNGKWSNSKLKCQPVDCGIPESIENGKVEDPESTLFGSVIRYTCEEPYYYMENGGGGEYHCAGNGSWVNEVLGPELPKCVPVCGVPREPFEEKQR
Target sequence (P09871 438-688 limits assumed): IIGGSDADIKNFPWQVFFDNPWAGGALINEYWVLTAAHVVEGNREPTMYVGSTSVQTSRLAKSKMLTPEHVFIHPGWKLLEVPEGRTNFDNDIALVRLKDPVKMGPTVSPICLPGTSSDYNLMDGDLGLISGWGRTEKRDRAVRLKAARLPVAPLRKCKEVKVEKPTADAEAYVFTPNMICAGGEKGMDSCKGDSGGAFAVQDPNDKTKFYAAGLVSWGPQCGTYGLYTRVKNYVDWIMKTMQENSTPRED
CatS block = inhibitors of human cathepsin S, biochemical, compound mixtures; P25774; recombinant cathepsin S, AMC dipeptide fluorescence, pooled mixtures; inhibition, %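 (tested at 5 µM per compound within 10-compound mixtures)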; 62,000 compounds, 0.06% hits; AID 501, 2006; in the data active = inhibition above about 32%, passing the limit was not always enough;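 note: 0% = enzyme without compound and 100% = blank without enzyme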
FXIIa mix inh = human factor XIIa inhibitors, primary screen, biochemical, pooled compound mixtures, fluorogenic substrate. Coagulation factor XII (Homo sapiens), P00748. 62,000 compounds, 0.2% hits. purified FXIIa. inhibition, % at 5 µM;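 note: 0% = enzyme without compound and 100% = no enzyme blank; some results filed as inactive read as strong as hits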
CatB mixtures = cathepsin B inhibitors from pooled compounds, primary screen, biochemical, compound mixtures, AMC fluorescence; inhibition, %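 (ten-compound pools at 5 µM per compound and 50 µM total)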; Purified cathepsin B, AMC dipeptide fluorescence; P07858; AID 488, 2006; 62,000 compounds, 0.06% hits; in the data active = inhibition above about 22%, passing the limit was not always enough;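 note: 0% = enzyme without compound and 100% = no enzyme blank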
CatB inh = human cathepsin B inhibitors, primary screen, biochemical, fluorogenic substrate | 63,000 compounds, 0.1% hits | P07858 | AID 453, 2006 | inhibition, %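 (tested at 10 µM)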 | purified cathepsin B, fluorescence; in the data active = inhibition above about 21%;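 note: 0% = enzyme with no compound and 100% = no enzyme blank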
CatL inh = inhibitors of human cathepsin L, biochemical. 58,000 compounds, 0.17% hits. inhibition, %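 (tested at 10 µM)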. AID 460, 2006. purified cathepsin L, fluorogenic substrate, fluorescence. Procathepsin L (Homo sapiens), P07711; in the data active = inhibition above about 45%;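 note: 0% = enzyme with no compound and 100% = no enzyme blank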
FXIa mix inh = FXIa protease inhibitors in compound pools, primary screen, biochemical, 10-compound mixtures; Coagulation factor XI (Homo sapiens), P03951; purified FXIa, fluorogenic substrate, pooled mixtures; inhibition, % at 5 µM; 62,000 compounds, 0.19% hits; AID 680, 2007;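 note: each value is inhibition by a whole ten-compound pool holding the compound; 0% = enzyme with no mixture and 100% = wells lacking enzyme; strong numbers were not always called active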
Cathepsin G inh = human cathepsin G inhibitors, primary screen, biochemical, pooled compound mixtures, AMC fluorescence; P08311; purified enzyme, AMC-tetrapeptide fluorescence; inhibition, % at 5 µM (by protocol); 62,000 compounds, 0.2% hits; AID 581, 2007;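 active = inhibition above 20% in each of the two mixture wells holding the compound; inactive = inhibition of 20% or less in either well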;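 note: 0% = enzyme control without mixture and 100% = blank lacking enzyme; strong numbers were not always called active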
AP ELISA ortho = alternative complement pathway inhibitors, primary screen, biochemical, ELISA, human serum, orthogonally pooled compounds; inhibition, % at 5 µM; LPS-coated ELISA, C3 deposition; tested in compound mixtures; 62,000 compounds, 0.08% hits; AID 1235, 2008;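 active = inhibition above 30% in each of the two pooled mixtures holding the compound, so the lower value exceeds 30%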;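 note: 0% = serum in Mg-EGTA without compound and 100% = EDTA serum blank; some compounds past the cut are filed as inactive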
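Medium: diluted human serum in Mg2+-EGTA GVB++. Assay system: human serum complement alternative pathway, C3 deposition onto LPS. Also added: Plate-bound LPS. Technique: Anti-C3 ELISA, OD 450 nm. Measure: percent inhibition. Incubation: 1 h at 37 °C. Dosing: 5 µM each compound, pools of ten, 50 µM per pool.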
* marks the source's active call; other numbers are inactive results; . = not tested or not shown. Cut-off read from the data, not from the text of the source, unless noted: active = inhibition above about 20% (passing the limit was not always enough); inactive = the rest.

structure	FXIIa mix inh	CatB mixtures	AP ELISA ortho	FXIa mix inh	CatS block	Cathepsin G inh	CatB inh	C1s inh	CatL inh
Nc1c(C(=O)N2CCOCC2)sc(=S)n1-c1ccccc1	-3	6	2	21	13	10	4	16	22
COc1ccc(C(=O)N2CCCC(c3nc(-c4cccs4)no3)C2)cc1OC (centres undefined)	-19	1	-2	8	-10	10	2	7	14
C/C=C/Cn1c(Br)nc2c1c(=O)[nH]c(=O)n2C	1	7	5	8	-5	3	-2	3	-2
O=C1CC(N2CCN(Cc3ccc4c(c3)OCO4)CC2)C(=O)N1Cc1ccc(N2CCCC2=O)cc1 (centres undefined)	4	1	6	11	-3	-3	1	-25	.
Cn1c(=O)c(=O)n(C)c2cc(S(=O)(=O)NCCc3ccccc3)ccc21	0	1	0	4	6	-4	6	-26	0
N=c1c2c(-c3ccccc3)c(-c3ccccc3)n(Cc3ccco3)c2ncn1CCN1CCOCC1	7	-1	13	6	6	1	0	-12	24
COc1cc(C(=O)NC2CCN(Cc3nnnn3Cc3cccs3)CC2)cc(OC)c1OC	-24	0	17	11	3	-3	-1	-3	2
CCOc1ccccc1Nc1ncnc2ccccc12	4	7	11	9	3	1	-4	3	22
O=S(=O)(c1cccc(-c2cn3cc(Cl)ccc3n2)c1)N1CCOCC1	2	2	-10	4	10	-5	2	-8	-2
COc1ccc(OCCC(=O)Nc2cc(C)on2)cc1	8	6	15	11	5	-1	-2	-29	5
c1ccc(Sc2nc(N3CCCCC3)nc(N3CCCCC3)n2)nc1	7	6	-8	0	13	-5	4	-38	.
CCOc1ccccc1Nc1nnc(C)c(=O)[nH]1	3	-1	6	-4	4	0	2	2	19

Some of these compounds in order of their number in C1s inh, falling:
structure	FXIIa mix inh	CatB mixtures	AP ELISA ortho	FXIa mix inh	CatS block	Cathepsin G inh	CatB inh	C1s inh	CatL inh
Nc1c(C(=O)N2CCOCC2)sc(=S)n1-c1ccccc1	-3	6	2	21	13	10	4	16	22
C/C=C/Cn1c(Br)nc2c1c(=O)[nH]c(=O)n2C	1	7	5	8	-5	3	-2	3	-2
O=S(=O)(c1cccc(-c2cn3cc(Cl)ccc3n2)c1)N1CCOCC1	2	2	-10	4	10	-5	2	-8	-2
N=c1c2c(-c3ccccc3)c(-c3ccccc3)n(Cc3ccco3)c2ncn1CCN1CCOCC1	7	-1	13	6	6	1	0	-12	24
O=C1CC(N2CCN(Cc3ccc4c(c3)OCO4)CC2)C(=O)N1Cc1ccc(N2CCCC2=O)cc1 (centres undefined)	4	1	6	11	-3	-3	1	-25	.
COc1ccc(OCCC(=O)Nc2cc(C)on2)cc1	8	6	15	11	5	-1	-2	-29	5

Other results follow:
structure	FXIIa mix inh	CatB mixtures	AP ELISA ortho	FXIa mix inh	CatS block	Cathepsin G inh	CatB inh	C1s inh	CatL inh
O=C(COc1ccccc1Cl)Nc1ccc2c(c1)OCCO2	6	9	15	8	0	3	-2	9	6
COc1ccc(S(=O)(=O)NC(CC(=O)NCc2ccc3c(c2)OCO3)c2ccco2)cc1 (centres undefined)	8	4	8	-1	-6	10	2	10	8
COc1ccc(N(CC(=O)Nc2ccc(C)c(C)c2)S(=O)(=O)c2c(C)n[nH]c2C)cc1	5	-1	4	-1	4	9	4	10	11
Cc1cc(/C=c2/sc3nc4ccccc4n3c2=O)c(C)n1-c1ccccn1	-3	0	7	7	-9	12	2	7	0
O=C(NC1CCCCCC1)C1c2ccccc2C(=O)N1CCCN1CCOCC1 (centres undefined)	0	1	8	8	1	-4	2	-8	-3
CCOc1ccc2nc(NCCNS(=O)(=O)c3ccccc3)c(C#N)cc2c1	-20	5	-1	0	11	-6	5	-11	-18
Cc1cccc2sc(NC(=O)CCNS(=O)(=O)c3cccc4nonc34)nc12	8	-1	9	2	3	-6	5	-34	10
O=C(O)C1CCN1C1CCCCC1 (centres undefined)	2	4	13	6	-18	8	1	8	1
CNC(=O)Nc1cc(C(C)(C)C)no1	12	4	8	-1	-3	7	3	-2	3
CN(C)S(=O)(=O)c1ccc(C(=O)NCc2ccccc2)cc1	2	1	-1	4	13	-6	4	-16	14
CSc1ccccc1NC(=O)c1ccncc1	2	42	5	2	2	-3	2	4	-10
c1ccc2c(-c3nnc4n3CCCCC4)c[nH]c2c1	-1	1	9	5	-2	-1	-3	-31	-3
Cc1noc(C)c1C(=O)N1CCC(Cc2ccccc2)CC1	2	4	15	-1	10	11	3	14	20
Clc1cccc(-c2nn3c(Cn4cnc5ccccc54)nnc3s2)c1	0	-2	14	3	7	4	-1	-3	2
CCN(CCNC(=O)c1cccc(N2CCCC2=O)c1)c1ccccc1	2	7	14	7	3	6	-4	10	8
CC(C)Oc1snc(Cl)c1C(N)=O	3	2	1	-3	2	19	2	-21	.
N#CC(C(=O)NCCc1ccccc1)c1nc2ccccc2nc1N1CCOCC1 (centres undefined)	-19	-5	-5	-6	13	-12	2	-41	4
CCn1c(SC)nc2c(c1=O)SC(C)C2 (centres undefined)	0	-10	6	-13	4	0	1	-35	2
Cc1oc2cc(O)ccc2c(=O)c1N1C(=O)c2ccccc2C1=O	-15	6	14	7	2	4	5	3	-1
CCOC(=O)C1CCCN(C(=O)c2cn(CC(C)C)c(=O)c3cc(OC)c(OC)cc23)C1 (centres undefined)	-1	15	14	18	-1	24	6	18	.

3 compounds picked at random from the list so far, as already listed:
structure	FXIIa mix inh	CatB mixtures	AP ELISA ortho	FXIa mix inh	CatS block	Cathepsin G inh	CatB inh	C1s inh	CatL inh
Clc1cccc(-c2nn3c(Cn4cnc5ccccc54)nnc3s2)c1	0	-2	14	3	7	4	-1	-3	2
Cc1noc(C)c1C(=O)N1CCC(Cc2ccccc2)CC1	2	4	15	-1	10	11	3	14	20
CC(C)Oc1snc(Cl)c1C(N)=O	3	2	1	-3	2	19	2	-21	.

Not all compounds are listed, so the mix of outcomes need not match the whole.
